Screening results (PubChem)
Cneo AK release: Cryptococcus neoformans cell lysis inducers, primary screen, AK release luminescence, single concentration; lysis activity, % at 15 µM; C. neoformans lysis, adenylate kinase release luminescence, 4 h; normalised: neutral wells 0, clomiphene wells 100; AID 651654, 2012; 360,000 tested, 0.2% active;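 active = mean lysis activity across replicates of at least 80%, whatever share of replicates individually reach that level; inactive = mean lysis activity below 80%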
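Assay system: log-phase C. neoformans yeast / Quantity: yeast cell density of 5 × 10^6 cells/mL / Medium: fresh YPD growth medium / Compound: single dose / Timing: static 4 h at 37 °C with compound, 1 h detection / Measured by: adenylate kinase release luminescence / Read-out: lysis from increased AK signal / Benchmarks: Clomiphene as positive lysis control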
PGC1a acetyl inh: inhibitors of PGC1a acetylation signal, primary screen, cell-based, U2OS, AlphaScreen, inhibitor mode; AlphaScreen anti-acetyl-lysine; with virally co-expressed GCN5 acetyltransferase; 350,000 tested, 0.17% active; inhibition, % at 15.6 µM;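 active = every replicate shows inhibition of at least 40%; inconclusive = mean inhibition at least 40% but some replicate below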;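 also: 0% = neutral control wells and 100% = positive control wells; some results beyond the cut were filed as inactive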
EWS-Fli block: EWS/Fli-driven NR0B1 reporter inhibitors, primary screen, A673 cells, NR0B1 luciferase, luminescence, MLPCN library; 350,000 tested, 0.67% active; inhibition, % at 12.6 µM; viability-normalised;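 active = mean inhibition of at least 50% after viability correction, with every replicate also passing that limit; inconclusive = mean reaches 50% but only one of two replicates passes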;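 also: firefly luciferase signal divided by Alamar Blue viability fluorescence both relative to DMSO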
CASP6 VEID inh: human caspase-6 inhibitors, primary screen, biochemical, VEID-R110 fluorescence, single point, set 2 | inhibition, % at 12.5 µM | AID 686996, 2013 | 350,000 tested, 0.53% active | purified caspase-6, Z-VEID-R110 cleavage fluorescence | P55212;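 active = mean inhibition across replicates at least about 35%, with every replicate also reaching that limit, limit read from the data; inconclusive = only one of the two criteria met; inactive = neither criterion met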;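 also: 0% = median of neutral control wells and 100% = no fluorescence left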
Target sequence (P55212 24-179 limits assumed): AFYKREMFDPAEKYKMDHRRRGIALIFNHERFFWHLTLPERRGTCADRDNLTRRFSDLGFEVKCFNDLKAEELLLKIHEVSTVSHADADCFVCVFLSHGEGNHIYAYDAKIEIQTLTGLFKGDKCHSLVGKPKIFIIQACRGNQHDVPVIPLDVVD
Target sequence (P55212 194-293 limits assumed): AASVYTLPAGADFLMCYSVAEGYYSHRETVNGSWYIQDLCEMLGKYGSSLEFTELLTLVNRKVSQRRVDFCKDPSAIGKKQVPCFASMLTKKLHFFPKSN
LGR2 inh: inhibitors of bursicon-induced LGR2 CRE-luciferase signal, primary screen, cell-based, HEK293, CRE-luciferase reporter, bursicon stimulation; inhibition, % at 9.99 µM; Drosophila bursicon receptor LGR2 (rickets); AID 720647, 2013; bursicon-stimulated, 4 h; 380,000 tested, 0.35% active;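 active = drop in luminescence signal, shown as inhibition above about 50% in the replicate tests, limit read from the data, passing the limit was not always enough; inconclusive = probably only some replicates passing the limit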;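 also: agonist challenge used bursicon conditioned medium at about half maximal strength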
FN deposit inh: inhibitors of fibronectin matrix deposition, primary screen, AH1F cells, Alexa488-fibronectin fluorescence, plate reader | AH1F fibroblasts, overnight | inhibition, % at 12.6 µM | 350,000 tested, 0.086% active;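 active = mean inhibition across replicates of 30% or more, regardless of how many single replicates reach that level; inconclusive = mean under 30% yet at least half of replicates reach 30%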;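 also: positive control wells lacked labelled fibronectin entirely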
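Test system: AH1F fibroblast monolayer depositing Alexa488-labelled fibronectin into matrix. Input: 10000 cells per well. Technique: fluorescence, ex 485 nm, em 525 nm. Buffer or medium: DMEM plus 2% serum, read in PBS. Timing: 1 h cell adhesion before compound, then overnight fibronectin incubation. Compound: single dose, pinned. Read-out basis: inhibition from reduced deposited-fibronectin fluorescence.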
PAX8 inh HTS: inhibitors of PAX8-driven TPO luciferase reporter, primary screen, RMG-I cells, single concentration; SteadyGlo, 24 h; inhibition, % at 12.6 µM; 360,000 tested, 1.2% active;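 active = mean replicate inhibition at least 60% with every replicate also reaching 60%; inconclusive = only one of the two criteria is met; inactive = mean below 60% and not all replicates reaching 60%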;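 also: luciferase light reporting Pax8 driven TPO promoter activity; plate controls were median of neutral control wells for no effect and mitoxantrone controls for full effect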
miR-122 sensor: miR-122 Renilla sensor signal increase in Huh7, primary screen, miR-122 inhibitor project, cell-based, single point, plate reader | Huh7 miR-122 Renilla luciferase sensor, 48 h; neutral wells = 0, positive control = 100 | 340,000 tested, 0.3% active | activation (reporter increase), % at 12.5 µM;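 active = mean replicate activation score at least 90 and every replicate individually at or above 90; inconclusive = only one of the two criteria met; inactive = neither criterion met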;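 also: higher luciferase means less miR-122 activity so hits act as miR-122 inhibitors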
An asterisk follows results filed as active; u = inconclusive; x = not tested or not shown; [ ] = dose if it differs, or a comment.

no.	mol	Cneo AK release	PGC1a acetyl inh	EWS-Fli block	CASP6 VEID inh	LGR2 inh	FN deposit inh	PAX8 inh HTS	miR-122 sensor
1	Cc1noc(C)c1NC(=O)Nc1ccc2c(c1)C(=O)N(C)[C@H]1CC[C@H](CC(=O)N(C)C)O[C@@H]1CO2	3	3	4	-3	-5	-1	-30	-1[16.7 µM]
2	CCc1nnc(NC(=O)CSc2nnc(CNc3ccc(OC)cc3)n2CC)s1	x	x	5	2	-2	2	8	x
3	Nc1c(N(CCCO)C(=O)CCCN2C(=O)c3cccc4cccc(c34)C2=O)c(=O)[nH]c(=O)n1Cc1ccccc1	-2	-5	-9	2	-2	-2	3	-9
4	Cc1ccc(S(=O)(=O)Nc2ccc3c(c2)CC(=O)N([C@H](C)CO)C[C@@H](C)[C@@H](CN(C)Cc2ccccc2)O3)cc1	0	-9	4	6	-2	x	4	-9[16.7 µM]
5	COc1ccc(C2c3c(ncn(CCN4CCOCC4)c3=N)Oc3ccc4ccccc4c32)cc1 (configuration not stated)	0	-31	x	x	x	-2	x	-12
6	C[C@H](CO)N1C[C@H](C)[C@H](CN(C)Cc2ccc3c(c2)OCO3)Oc2c(NC(=O)Nc3ccc(C(F)(F)F)cc3)cccc2C1=O	-3	-5	1	1	8	-9	x	10[16.7 µM]
7	CO[C@H]1CC[C@@]2(C)[C@@H](CC[C@@H]3[C@@H]2CC[C@@]2(C)[C@H]3C[C@H](C(=O)O)O[C@]23CCCO3)C1	5	x	-40	0	-19	5	11	x
8	CO[C@@H]1CN(C)C(=O)c2ccc(NC(=O)c3cccc(Oc4ccccc4)c3)cc2OC[C@H](C)NC[C@H]1C	x	-21	70*	x	11	x	31	x
9	CNC(=O)c1c(NC(=O)c2ccc3ncsc3c2)sc(C)c1C	1	x	-37	-1	-15	0	-29	x
10	CC1CCN(C(c2ccccc2)c2nnnn2C(C)(C)C)CC1 (configuration not stated)	2	-28	x	x	-7	x	x	16
11	COc1ccc(CCN2CC(=O)NC(=O)C2)cc1OC	-1	x	-3	0	-6	-4	-25	x
12	COCCOC(=O)c1c(NC(=O)CN2CCCc3ccccc32)sc(C(N)=O)c1C	x	x	x	x	3	0	27	8
13	O=S(=O)(c1ccc(NCc2ccccc2)cc1)N1CCOCC1	-2	-3	x	5	3	x	15	-6
14	CO[C@@H]1CN(C)C(=O)c2ccc(NC(=O)NC(C)C)cc2OC[C@H](C)N(Cc2ccc(-c3ccccn3)cc2)C[C@@H]1C	0	0	-6	-2	-4	4	6	x
15	COc1ccc(NC(=O)N(C)C[C@@H]2Oc3cc(-c4ccc(C)cc4)ccc3S(=O)(=O)N([C@@H](C)CO)C[C@@H]2C)cc1	3	-8	22	3	-10	x	x	1[16.7 µM]
16	COc1cc(-c2noc(CCCC(=O)NCc3ccccc3)n2)cc(OC)c1OC	2	-11	x	x	x	-6	x	-5
17	C[C@H](NC(=O)C[C@@H]1C[C@H]2c3cc(N(C)C)ccc3O[C@H]2[C@@H](CO)O1)c1ccccc1	2	-2	2	1	2	x	8	-5[16.7 µM]
18	O=C(CN1C(=O)c2cccc3cccc1c23)NC1CCCCC1	5	8	x	1	9	11	9	-1
19	NS(=O)(=O)c1cccc(NC(=O)c2ccccc2NS(=O)(=O)c2ccc(F)cc2)c1	2	9	-13	0	2	15	17	6
20	COc1ccc(Cl)cc1C(=O)NNC(=O)c1[nH]c(C)c(C(C)=O)c1C	x	x	-17	-1	-30	-7	-3	x
21	O=C(CCNC(=O)C1CCN(S(=O)(=O)c2ccccc2)CC1)NCc1cccc(Cl)c1	-4	-4	5	-2	0	5	3	0
22	COC(=O)CCCC1=CC2=CC(=O)C(C)(OC(=O)c3cccs3)C(=O)C2=CN1CCCOC(C)C (configuration not stated)	-1	x	-15	17	-4	-15	11	-11
23	CCc1cccc(CC)c1NC(=O)c1cccc(NC(=O)c2ccccc2)c1	-3	3	x	x	x	4	6	1
24	O=C(CC12CC3CC(CC(C3)C1)C2)N/N=C/c1ccc([N+](=O)[O-])o1	x	x	19	0	17	-2	27	x
25	O=C(C[C@H]1CC[C@@H]2[C@H](COC[C@H](O)CN2S(=O)(=O)c2ccc(Cl)cc2)O1)N[C@@H]1CCN(Cc2ccccc2)C1	3	0	10	0	4	1	32	-14[16.7 µM]
26	Cn1cnc(S(=O)(=O)N2C[C@@H](O)COC[C@H]3O[C@@H](CC(=O)NC4Cc5ccccc5C4)CC[C@@H]32)c1	44	0	2	0	2	-9	11	-1[16.7 µM]
27	C[C@@H]1CCCCO[C@@H](CN(C)C(=O)Nc2ccccc2)[C@@H](C)CN([C@@H](C)CO)C(=O)c2cc(NC(=O)C3CCCCC3)ccc2O1	-7	9	-18	1	1	4	5	9[16.7 µM]
28	CC(=O)N1CCOc2ccc(S(=O)(=O)N3C(C)CCCC3C)cc21 (configuration not stated)	4	-2	-14	2	10	-10	-4	2
29	O=S(=O)(/N=C/N1CCOCC1)c1ccc(Cl)cc1	-1	-12	x	x	x	0	-1	2
30	C[C@H]1CN([C@@H](C)CO)C(=O)c2cc(C#CC(C)(C)O)cnc2O[C@H]1CN(C)C(=O)C1CC1	-11	4	-5	-3	-11	1	x	-5[16.7 µM]
31	COC(=O)c1cc2cc(OC)ccc2n1C	-1	x	-6	-2	-15	19	-14	-7
32	C=CC[C@H](CC(=O)N(CCO)Cc1ccccc1)C(=O)N[C@@H](COC(=O)[C@@H](CC=C)Cc1ccc(F)cc1)Cc1ccccc1	-3	3	2	x	u	-20	59	-5
33	Cc1ccc(S(=O)(=O)N2CCOCC2)cc1NC(=O)CSc1nnc(N)s1	-1	8	-14	1	4	10	11	-1
34	COc1ccc(/C=N/NC(=O)c2cccc(S(=O)(=O)N3CCCC3)c2)cc1O	0	-9	-4	1	-13	-8	1	1
35	COc1cc(C2C3=C(CC(C)(C)CC3=O)OC3=C2C(=O)CC(C)(C)C3)cc([N+](=O)[O-])c1O	x	x	5	1	x	1	4	x
36	Cc1ccc(NC(=O)CCN2C(=O)c3ccccc3C2=O)c(C)c1	1	-7	-7	-2	-11	6	-6	-10
37	CC1(C(=O)Nc2ccc(Cl)c(Cl)c2)CCN1C(=O)CC1CCCC1 (configuration not stated)	0	-16	-7	3	-2	-15	1	-1
38	O=C(CSCc1ccccc1)Nc1cc([N+](=O)[O-])ccc1F	x	x	0	9	-10	-1	-2	x
39	CN(C(=O)c1ccc(Oc2ccc([N+](=O)[O-])cc2)cc1)C1CCCCC1	2	6	15	6	1	-6	18	1
40	N#Cc1ccc(CSc2nnc(-c3cccs3)n2-c2ccccc2)cc1	1	-12	x	x	x	-2	31	7
41	CCS(=O)(=O)Nc1ccc(C(=O)CC2(O)C(=O)Nc3ccccc32)cc1 (configuration not stated)	1	5	x	x	x	4	-25	5
42	O=C(Nc1ccc2c(c1)C(=O)NC2=O)c1ccc(Cl)s1	0	10	0	-1	-5	-2	-3	-4
43	O=C(Oc1ccc2c(=O)c(Oc3ccc4ccccc4c3)coc2c1)c1cncc(Br)c1	0	3	x	-4	-7	-4	-12	2
44	O=C(c1ccccc1F)N1C[C@@H]2[C@H](c3ccccc31)[C@H](CO)N2C(=O)c1cccnc1	52	1	2	0	10	x	7	0[16.7 µM]
45	C=CCn1c(SCC(=O)Nc2cc3oc4ccccc4c3cc2OC)nnc1-c1cnccn1	0	-20	x	x	x	1	33	29
46	Cc1noc(C)c1NC(=O)N(C)C[C@H]1Oc2cc(C#CCC(C)C)ccc2S(=O)(=O)N([C@H](C)CO)C[C@H]1C	-1	13	9	5	13	x	10	45[16.7 µM]
47	CCOC(=O)c1c(NC(=O)c2ccco2)sc2c1CCCC2	-1	2	x	x	x	-1	10	4
48	Cc1cc(C(F)(F)F)nn1CC(=O)Nc1ccc(Br)c2cccnc12	x	-17	x	x	x	-1	14	1
49	CCn1cc(/C=N/O)c(C)n1	1	-3	x	x	x	-5	23	6
50	CC(C)NC(=O)c1ccccc1NC(=O)C(C)Oc1ccccc1 (configuration not stated)	7	-15	3	0	11	1	-11	-6
51	Cc1cc(C)c(S(=O)(=O)N2CCCc3ccccc32)c(C)c1	2	-19	6	-2	15	1	2	4
52	CNC[C@@H]1Oc2c(NS(=O)(=O)c3cn(C)cn3)cccc2C(=O)N([C@H](C)CO)C[C@@H]1C	2	-4	6	-1	5	-3	-16	3[16.7 µM]
53	C[C@H](CO)N1C[C@H](C)[C@@H](CN(C)Cc2ccc(C(=O)O)cc2)Oc2ccc(N(C)C)cc2CC1=O	0	8	-2	-2	4	6	3	-4[16.7 µM]
54	CN1CCCCN2[C@H](C1)[C@@H](c1ccc(C#CC3(O)CCCC3)cc1)[C@@H]2CO	1	4	-9	0	2	x	12	5[16.7 µM]
55	COc1cccc(OC2(C)CCN(Cc3cccn3-c3nccs3)C2)c1 (configuration not stated)	2	x	5	-1	10	-3	16	x
56	COc1ccccc1CNC(=O)C(C)Oc1ccccc1 (configuration not stated)	4	-1	1	-1	-5	-3	13	-5
57	C[C@@H]1CCCCO[C@@H](CN(C)C(=O)Nc2ccccc2)[C@H](C)CN([C@H](C)CO)C(=O)c2cc(NS(=O)(=O)c3cccs3)ccc2O1	1	-2	0	1	2	-8	-18	-1[16.7 µM]
58	Cc1ccc2oc(=O)cc(CN3CCC(C)CC3)c2c1	-1	x	x	x	x	-9	2	-1
